BLM helicase inh – inhibitors of human Bloom syndrome helicase BLM | P54132 | recombinant BLM DNA unwinding, fluorescence dequenching | Potency, µM (series often up to 56.1 µM), for the others: at the top dose activity change, negative = inhibition, actives largely listed as inhibitors | actives 0.2% (n = 350,000) | AID 2528;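 further: potency means the concentration at half of the fitted maximal effect; plate controls were vehicle for no effect and no enzyme for full effect; nearly all actives have a fitted effect of over 35% in size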
GRP78 ERSR act – inducers of ER stress response in human glioma cells | U87-MG GRP78 promoter luciferase reporter, 16 h | Potency, µM, inactives show at the top dose activation, usual class: activators | actives 0.02% (n = 420,000) | AID 602332; further: potency means the concentration at half of the fitted maximal effect; series mostly up to about 76 µM; % of control where 0% means no effect; nearly all actives have a fitted effect of over 35% in size
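ERSR induction read as luciferase luminescence (Bright-Glo, 10 min at room temperature) in stably transfected human U87-MG glioma cells exposed to compounds for 16 h, using GRP78 as sensor.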
LDHA block – LDHA (human) enzyme inhibition; AID 1347041; P00338; activity change, % (values are at about 110 or 230 µM); actives 0.15% (n = 480,000); purified LDHA, NADH/diaphorase-resazurin fluorescence; stronger effect = lower value; in the data active means activity change below about -30%;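 further: plate controls were DMSO wells for no effect and wells without enzyme for full effect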
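Human LDH5 (2 nM) was incubated with 0.06 mM NADH and 0.2 mM pyruvate for 5 min at room temperature in Tris pH 7.4. Remaining NADH was coupled through diaphorase/resazurin, and resorufin fluorescence was read at 0 and 20 min.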
Pol kappa inh – inhibitors of human DNA polymerase kappa; Q9UBT6; purified Pol kappa, fluorescent DNA synthesis assay, 10 min; Potency, µM (top dose mostly 107 µM), without a hit: top-dose activity, negative = inhibition, most hits filed as inhibitors; actives 0.53% (n = 400,000); further: potency means the concentration at half of the fitted maximal effect; on the % scale 0 is the no-effect control and ±100 the full control effect
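First, compounds were pin-transferred onto 10 nM Pol kappa. After 15 min at room temperature, substrate was added to 50 nM final. Fluorescence was then measured kinetically at 0 and 10 min.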
* marks the source's active call; other numbers are inactive results; nt = not tested or not shown; [ ] = remark or other dose. Unless noted, the call rests on the fitted dose curve; in most records, active means well fitted curve in the direction sought with a large enough effect; inconclusive means small, poorly fitted or top-dose-only effect, or another doubt; inactive means no such curve, though single readings can be large; an effect the other way counts as inactive or inconclusive.

SMILES	BLM helicase inh	GRP78 ERSR act	LDHA block	Pol kappa inh
N#CCCN	nt	-4%	nt	2%[60.1 µM]
CC1NCCOC1c1ccccc1 (stereo unspecified)	6%	-4%	nt	-3%[60.1 µM]
C/C(=C\c1csc(C)n1)[C@@H]1C[C@@H]2O[C@]2(C)CCC[C@H](C)[C@H](O)[C@@H](C)C(=O)C(C)(C)[C@@H](O)CC(=O)O1	0%	-4%	nt	1%[19.4 µM]
CNC(C)[C@@H](O)c1ccc(O)cc1 (stereo partly specified)	-10%	-3%	nt	7%[19.4 µM]
CO[C@@H](COC(N)=O)C1=C(N2CC2)C(=O)C(C)=C(N2CC2)C1=O	1%	-11%	nt	-2%[19.4 µM]
CCCC(C)(COC(N)=O)COC(=O)NC1CC1 (stereo unspecified)	2%	-2%	nt	2%[19.4 µM]
C#C[C@]1(O)CC[C@H]2[C@@H]3CCC4=CC(=O)CCC4=C3C=C[C@@]21CC	-5%	-2%	nt	1%[19.4 µM]
O=c1[nH]c(=O)n(Cl)c(=O)n1Cl	-11%	-1%	nt	-4%[60.1 µM]
C#CCN1CC(=O)N(COC(=O)[C@@H]2[C@@H](C=C(C)C)C2(C)C)C1=O	-8%	-4%	nt	0%[60.1 µM]
CN1CCCC(=C(c2cccs2)c2cccs2)C1	2%	-5%	nt	2%[19.4 µM]
COC([CH2][Hg])CNC(=O)c1ccccc1OCC(=O)O (stereo unspecified)	3%	-3%	nt	4%[19.4 µM]
c1csc(C2(N3CCCCC3)CCCCC2)c1	1%	-3%	nt	-3%[19.4 µM]
OC[C@@H](O)[C@H]1O[C@@H]2OC(C(Cl)(Cl)Cl)O[C@H]2[C@H]1O (stereo partly specified)	1%	-3%	nt	-5%[19.4 µM]
COc1ccc(C(=O)c2c(C)n(CCN3CCOCC3)c3ccccc23)cc1	-2%	-3%	nt	0%[19.4 µM]
CCC(C)(S(=O)(=O)CC)S(=O)(=O)CC	-2%	-3%	nt	9%[19.4 µM]
Cn1sc(Cl)cc1=O	0%	-2%	nt	5%[19.4 µM]
CC(C)NCC(O)c1ccccc1Cl (stereo unspecified)	-8%	-3%	nt	4%[19.4 µM]
CCC/C=C/C=C/C(=O)OC1/C(=C/C(=O)OC)CC2CC(C(C)O)OC(=O)CC(O)CC3CC(OC(C)=O)C(C)(C)C(O)(CC4C/C(=C/C(=O)OC)CC(/C=C\C(C)(C)C1(O)O2)O4)O3 (stereo unspecified)	-7%	11%	nt	-13%[19.4 µM]
FC(F)OC(F)(F)C(F)Cl (stereo unspecified)	-2%	-3%	nt	1%[19.4 µM]
CCCCNC(=O)NC(=O)CCl	nt	nt	8	nt
CCOC(=O)[C@]12Cc3cc(Cl)ccc3[C@H]1N(C)C(=O)c1cc(OC)ccc12	nt	nt	-5	nt
Cc1cc(Br)cn2c(CC(=O)N3CCCCC3)c(-c3ccc(F)cc3)nc12	nt	nt	-1	nt
Cc1ccc2c(CCN)c(C)[nH]c2c1C	nt	nt	1	nt
Cc1cccc2nc(-c3ccccc3)c(-c3ccc(CN4CCC(n5c(=O)[nH]c6ccccc65)CC4)cc3)nc12	nt	nt	0	nt
Clc1ccc(C2NCc3ccccc3-n3cccc32)cc1 (stereo unspecified)	nt	nt	0	nt
COc1ccc2[nH]c(C)c(CCNCC(C)(C)C)c2c1	nt	nt	-15	nt
Cc1sc2c(c1C)C(c1ccc(F)cc1)=NCC(=O)N2CC(=O)Nc1cc(F)ccc1F	nt	nt	-1	nt
O=S(=O)(F)CCS(=O)(=O)c1ccc(Cl)cc1	nt	nt	2	nt
c1ccc(N2[C@@H]3CC[C@H]2c2ccncc2C3)cc1	nt	nt	-1	nt
Fc1ccc(C2NCc3ccccc3-n3cccc32)cc1 (stereo unspecified)	nt	nt	0	nt

Among those listed so far, five have a carbonyl joined to an NH by a bond outside any ring:
SMILES	BLM helicase inh	GRP78 ERSR act	LDHA block	Pol kappa inh
CO[C@@H](COC(N)=O)C1=C(N2CC2)C(=O)C(C)=C(N2CC2)C1=O	1%	-11%	nt	-2%[19.4 µM]
CCCC(C)(COC(N)=O)COC(=O)NC1CC1 (stereo unspecified)	2%	-2%	nt	2%[19.4 µM]
COC([CH2][Hg])CNC(=O)c1ccccc1OCC(=O)O (stereo unspecified)	3%	-3%	nt	4%[19.4 µM]
CCCCNC(=O)NC(=O)CCl	nt	nt	8	nt
Cc1sc2c(c1C)C(c1ccc(F)cc1)=NCC(=O)N2CC(=O)Nc1cc(F)ccc1F	nt	nt	-1	nt

The list continues:
SMILES	BLM helicase inh	GRP78 ERSR act	LDHA block	Pol kappa inh
Cc1cccc2[nH]cc(C3=CCN(C(C)C(=O)NC4CC4)CC3)c12 (stereo unspecified)	nt	nt	0	nt
CCNC1CCCCC1	nt	nt	-8	nt
CCOC(=O)[C@]12Cc3ccccc3[C@H]1N(C1CCCCC1)C(=O)c1cc(OC)ccc12	nt	nt	-4	nt
O=C1CN(C(=O)c2cn(Cc3ccccc3)c3ccccc23)CCN1	nt	nt	4	nt
CCOC(=O)[C@]12Cc3cc(Cl)ccc3[C@H]1N(Cc1ccccc1)C(=O)c1cc(OC)ccc12	nt	nt	-1	nt
O=C(c1sc2cc(F)ccc2c1Cl)N1CCC2(CC1)OCCO2	nt	nt	0	nt
CN1CCN(C(=O)Cc2ccc(Cl)cc2Cl)CC1	nt	nt	1	nt
Cc1cccc(-c2nn3c(=O)cc(CN4CCN(C(=O)COc5ccccc5C)CC4)nc3s2)c1	nt	nt	1	nt
COc1cccc(CC(=O)N2CCN(CCC(=O)NC(N)=O)CC2)c1	nt	nt	-17	nt
CC(OC(=O)c1cn(C)c2ccccc12)C(=O)NC(C)(C)C (stereo unspecified)	nt	nt	0	nt
CCOc1ccccc1CNCCc1ccccc1	nt	nt	10	nt
Cc1ccc(NC(=O)CN2C(=O)CN=C(c3ccc(F)cc3)c3c2sc(C)c3C)cc1	nt	nt	-1	nt
C[N+](C)(C)CC(F)([N+](=O)[O-])[N+](=O)[O-]	nt	nt	-17	nt
Cc1c(C(=O)Cn2c(C)nc3ccccc32)c2ccccc2n1C	nt	nt	6	nt
Cc1[nH]c2ccccc2c1C=C(C#N)C#N	nt	nt	6	nt
C#CCN1CCN(c2cccc(C)c2)CC1	nt	nt	6	nt
OC(CN(Cc1ccccc1)Cc1ccccc1)c1ccc2cc[nH]c2c1 (stereo unspecified)	nt	nt	-7	nt
Cc1cc(C)n2nc(C(=O)Nc3ccc(Cl)cc3C(=O)c3ccccc3F)nc2n1	nt	nt	1	nt
Brc1ccc(-c2ccc(CNC3CN4CCC3CC4)o2)cc1 (stereo unspecified)	nt	nt	-19	nt
CCN(CC)C(=O)c1ccc(NC(=O)CSc2ccc3ccccc3n2)cc1	nt	nt	1	nt
COc1ccc(CNCCc2cccc(F)c2)cc1	nt	nt	-12	nt
CCCC(=O)c1cn(Cc2ccc(C#N)cc2)c2ccccc12	nt	nt	0	nt
Cc1ccc(Cn2nc(C)c(C(=O)NCc3cc(Cl)c4c(c3)OCCCO4)c2Cl)cc1	nt	nt	-1	nt
CC(C)NC(=O)NC(=O)C(C)Cl (stereo unspecified)	nt	nt	1	nt
CCC(CC)COC(=O)C1=C(C)N[C@]2(C)C[C@H]1c1ccccc1O2	nt	nt	10	nt
CN(Cc1ccsc1)C(=O)CCl	nt	nt	-4	nt
N#Cc1ccc(CN2CCN(C(=O)Cc3n[nH]c(=O)c4ccccc34)CC2)cc1	nt	nt	1	nt
CC(CNC1CC1)c1ccccc1 (stereo unspecified)	nt	nt	1	nt
O=C1CSC(c2ccccc2Br)c2cn[nH]c2N1 (stereo unspecified)	nt	nt	11	nt
CCCOC(=O)c1ccc(Oc2coc3cc(OC(=O)N(C)C)ccc3c2=O)cc1	nt	nt	3	nt

By substructure: the compounds so far containing bromine.
SMILES	BLM helicase inh	GRP78 ERSR act	LDHA block	Pol kappa inh
Cc1cc(Br)cn2c(CC(=O)N3CCCCC3)c(-c3ccc(F)cc3)nc12	nt	nt	-1	nt
Brc1ccc(-c2ccc(CNC3CN4CCC3CC4)o2)cc1 (stereo unspecified)	nt	nt	-19	nt
O=C1CSC(c2ccccc2Br)c2cn[nH]c2N1 (stereo unspecified)	nt	nt	11	nt

(more compounds)
SMILES	BLM helicase inh	GRP78 ERSR act	LDHA block	Pol kappa inh
Cc1ccc(CNCCc2c[nH]c3ccccc23)c(C)c1	nt	nt	-11	nt
CCOC(=O)[C@]12Cc3ccc(C)cc3[C@H]1N(C1CCCCC1)C(=O)c1ccccc12	nt	nt	2	nt
Cc1ccc2c(c1)C(SCC(=O)Nc1ccccc1C(=O)O)c1ccccc1O2 (stereo unspecified)	nt	nt	3	nt
CCN(CC)CCNc1ccc([N+](=O)[O-])c2cccnc12	nt	nt	15	nt
CC(C(=O)NCc1cccs1)N1CC=C(c2ccccc2)CC1 (stereo unspecified)	nt	nt	1	nt
N#Cc1cnn2c(C(F)F)cc(-c3ccc(F)cc3)nc12	nt	nt	-4	nt
O=C1CC(c2ccccc2)[Se]C(c2ccccc2)C1 (stereo unspecified)	nt	nt	3	nt
CCOC(=O)[C@]12Cc3c(cc(OC)c(OC)c3OC)[C@H]1N(C(C)C)C(=O)c1cc(OC)ccc12	nt	nt	10	nt
CCCn1cc(C(=O)NCC2CCCN2CC)c2ccccc21 (stereo unspecified)	nt	nt	19	nt
O=C(O)CCCCCCCCCCO	nt	nt	7	nt
CC(C)N1CCN(Cc2ccco2)CC1	nt	nt	16	nt
N#CC(C#N)=Cc1c[nH]c2ccccc12	nt	nt	13	nt
COc1ccc(CNCCc2cccc(Cl)c2)cc1	nt	nt	2	nt
Cc1noc(C)c1COc1ccc(CC(=O)N2CCCN(C)CC2)cc1	nt	nt	-6	nt
Cn1c(=O)c2[nH]c(N3CCNCC3)nc2n(C)c1=O	nt	nt	1	nt
N#Cc1ccc2nc(-c3ccc(CN4CCC(n5c(=O)[nH]c6ccccc65)CC4)cc3)c(-c3ccccc3)nc2c1	nt	nt	2	nt
C=CCOc1ccc(/C=C(\C)[N+](=O)[O-])cc1OC	nt	nt	0	nt
O=C1CSC(c2cccc(F)c2F)c2cn[nH]c2N1 (stereo unspecified)	nt	nt	5	nt
CO[C@H]1C=CCCC=CC(=O)O[C@H]([C@H](C)C(=O)CCCC2CC(=O)NC(=O)C2)C(C)=C[C@@H](C)[C@@H]1O	nt	nt	5	nt
Cc1[nH]c2ccccc2c1/C=C/[N+](=O)[O-]	nt	nt	12	nt
COc1ccc2c(C)c(CC(=O)N3CCN(CCc4ccccn4)CC3)c(=O)oc2c1	nt	nt	-4	nt
COC(=O)[C@@]1(Sc2ccc(C)cc2)CC(=O)N(P(=O)(OC)OC)[C@@H]1c1ccccc1	nt	nt	0	nt
CCOC(=O)C1=C(C)OC(N)=C(C(=O)OC)C12C(=O)Nc1cc(Br)ccc12 (stereo unspecified)	nt	nt	39	nt
CC(C)NC(=O)CN(C)C(=O)c1cn(Cc2ccccc2)c2ccccc12	nt	nt	-10	nt
Cc1ccccc1OCC(=O)N1CCN(Cc2nc(N)c3ccccc3n2)CC1	nt	nt	1	nt
COc1ccc(/C=C\[N+](=O)[O-])c(OC)c1	nt	nt	1	nt
O=C(CN1C(=O)CN=C(c2ccccc2F)c2cc(Cl)ccc21)Nc1ccccc1C(F)(F)F	nt	nt	1	nt
C/C=C/c1ccc(OCC(=O)N2CCN(CCOc3ccccc3)CC2)c(OC)c1	nt	nt	-11	nt
Cc1ccc(-n2nnnc2C2(NC3CCCCC3)CCCCC2)cc1	nt	nt	-5	nt
Cc1ccccc1OCCNc1ccc([N+](=O)[O-])c2cccnc12	nt	nt	-2	nt
N#Cc1ccc(NC(=O)CSC2=Nc3ccccc3C3CC=NN23)cc1Cl (stereo unspecified)	nt	nt	1	nt
COC(=O)c1ccc(CCN)cc1	nt	nt	0	nt
Cc1cc(C(=O)CCl)c(C)[nH]1	nt	nt	3	nt
CCCOC(=O)C1=C(C)N[C@]2(C)C[C@H]1c1ccccc1O2	nt	nt	4	nt
CCOc1cc(CNCCc2c[nH]c3ccccc23)ccc1OC	nt	nt	4	nt
Cc1c(-c2ccc(Cl)cc2)c(=O)oc2ccc(OC(=O)N(C)C)cc12	nt	nt	0	nt
Cc1ccc(-n2c(CC3C(=O)Nc4ccccc43)nc3ccccc3c2=O)cc1 (stereo unspecified)	nt	nt	5	nt

From PubChem BioAssay

Only part of the results is shown; count on the stated rates, not on these rows.
